Growth percent in the NCI-60 one-dose screen (48 h, 10 µM unless noted): 100 = growth as untreated, 0 = no growth, -100 = all killed.
MDA-MB-468: MDA-MB-468 breast cancer; AID 2202374; hit rate 8.5% among 78,000
MDA-MB-231: MDA-MB-231 breast cancer; hit rate 5% among 81,000
MCF7: MCF7 breast cancer. hit rate 6.3% among 82,000. AID 1794796
BT-549: BT-549 breast cancer; hit rate 4.4% among 78,000; AID 1794793
K-562: K-562 leukemia | hit rate 7.4% among 78,000 | AID 1794777
T-47D: T-47D breast cancer; hit rate 5% among 79,000; AID 1794792
HS 578T: HS 578T breast cancer | hit rate 4.1% among 78,000
SR: SR leukemia cells; hit rate 8.7% among 73,000; AID 1794780
* marks the source's active call; other numbers are inactive results; . = no result given; ! = repeats disagree. Rule for the calls: active = growth percent below 10; inactive = the rest. Hits appear at their usual frequency (roughly 13% active in at least one column).

SMILES | MDA-MB-468 | MDA-MB-231 | MCF7 | BT-549 | K-562 | T-47D | HS 578T | SR
CCc1c([N+](=O)[O-])cc2c(c1[N+](=O)[O-])C(C)(C)CCC2(C)C | 118 | . | 82 | 118 | 91 | 72 | 115 | 79
CN1CCN(Cc2ccc(NC(=O)c3cncc(C#Cc4cnc5ccc(N6CCSCC6)nn45)c3)cc2C(F)(F)F)CC1 | -74* | -38* | -60* | 41 | -16* | 34 | -25* | -32*
COc1ccc(-c2nnc(CSc3nc4sc(C(N)=O)c(C)c4c(=O)n3Cc3ccccc3)o2)cc1 | 110 | 73 | 94 | 105 | 106 | 85 | 110 | 94
N=C(N)c1ccc(C(=O)Nc2ccc(Cl)cc2)cc1 | 88 | 120 | 97 | 107 | 90 | 82 | 101 | 89
N#Cc1c(NC(=O)c2cccc(Br)c2)sc2c1CCCC2 | 59 | 82 | 52 | 97 | 22 | 78 | 81 | 32
COc1cccc(C2C3=C(COC3=O)N(CCO)c3cc4c(cc32)CCC4)c1 (configuration not stated) | -52* | -12* | 9.4* | 1.2* | 16 | 78 | 2.2* | 29
O=C1NC(=NC23CC4CC(CC(C4)C2)C3)N/C1=C\c1ccc2ncsc2c1 | -48* | -8.8* | -9.8* | -11* | 10 | -0.5* | -0.8* | .
Fc1cnc(NC2CC2)nc1-c1cnc2ccc(N3CCOCC3)cn12 | -30* | 3.0* | 2.3* | -5.4* | 11 | 7.3* | -7.9* | .
O=C(CCCCCCN1CC(=O)N2[C@@H](c3ccc(Br)cc3)c3[nH]c4ccccc4c3C[C@H]2C1=O)NO | 53 | 57 | 33 | 94 | 22 | 48 | 75 | 17
COc1ccc(C(O)C(NCCO)c2ccc(OC)cc2)cc1 (configuration not stated) | 93 | . | 94 | 118 | 93 | 105 | . | 88
N#CC(=O)Nc1cccc(Cl)c1 | 106 | 104 | 92 | 109 | 96 | 99 | 105 | 94
Cc1ccc(Nc2ncnc3c2c(C)nn3-c2ccc(Cl)cc2)cc1 | 107 | 90 | 93 | 106 | 103 | 87 | 100 | 105
COc1ccc(-c2[nH]ncc2Nc2cc(OC)c(OC)c(OC)c2)cc1 | 22 | 53 | 23 | 27 | 57 | 18 | 50 | 116
CC(=C/c1ccccc1)/C=C1/NC(=S)NC1=O | 96 | 97 | 76 | 93 | 90 | 71 | 84 | 113
COc1ccc(C2=C(c3ccccc3)C(c3ccccc3)=C(c3ccc(OC)cc3)C2=O)cc1 | . | 70 | 72 | 81 | 135 | 62 | 100 | 129
COc1ccc(/C=c2\c(=O)n(-c3ccccc3)c3nnc(-c4ccccn4)n23)cc1 | 110 | 90 | 98 | 101 | 101 | . | 110 | 101
Cc1nc2ccc(OCc3cn(-c4ccc(F)c(Cl)c4)nn3)cc2c(=O)n1Cc1ccccc1 | 23 | 80 | 50 | 56 | 38 | 32 | 83 | 43
NC1=Nn2c(nnc2-c2cc(C(F)(F)F)cc(C(F)(F)F)c2)SC1 | 106 | 116 | 109 | . | 113 | 88 | 114 | .
CN(C)CCOc1cccc(-c2nc3sccn3c2-c2ccnc(S(C)(=O)=O)n2)c1 | 92 | 80 | 88 | 104 | 101 | 75 | 86 | 102
O=C(CSc1nnc(COc2cnc3ccccc3n2)o1)Nc1ccccc1 | 113 | 100 | 87 | 101 | 100 | 106 | 110 | .
COc1ccc2oc(=O)cc(-c3c(C#N)c(N)n4nc(N)c(C#N)c4c3C#N)c2c1 | 95 | 104 | 105 | 89 | 86 | 84 | 104 | 115
C#C[C@]1(O)CC[C@H]2[C@@H]3CC=C4c5sc(Nc6ccc(N(C)C)cc6)nc5CC[C@]4(C)[C@H]3CC[C@@]21C | -56* | -11* | -36* | -59* | 4.0* | 29 | -7.7* | 9.1*
COc1cc2cc(Oc3ccc(NC(=O)c4cc(C(F)(F)F)cc(C(F)(F)F)c4)cc3)c(C)nc2cc1OC | 23 | 59 | 30 | 52 | 23 | 87 | 73 | 53
CCOC(=O)c1ccc(N=CC2CCCCC2=O)cc1 (configuration not stated) | 86 | . | 92 | 86 | 119 | . | 98 | 97
C=CCn1c(-c2nc3ccc(C(=C(C#N)C#N)c4ccccc4)cc3[nH]2)cc2cc(-c3ccc(C=O)cc3)ccc21 | 82 | 64 | 74 | 99 | 51 | 66 | 57 | 42

Continued; the last 3 above are carried over.
SMILES | MDA-MB-468 | MDA-MB-231 | MCF7 | BT-549 | K-562 | T-47D | HS 578T | SR
COc1cc2cc(Oc3ccc(NC(=O)c4cc(C(F)(F)F)cc(C(F)(F)F)c4)cc3)c(C)nc2cc1OC | 23 | 59 | 30 | 52 | 23 | 87 | 73 | 53
CCOC(=O)c1ccc(N=CC2CCCCC2=O)cc1 (configuration not stated) | 86 | . | 92 | 86 | 119 | . | 98 | 97
C=CCn1c(-c2nc3ccc(C(=C(C#N)C#N)c4ccccc4)cc3[nH]2)cc2cc(-c3ccc(C=O)cc3)ccc21 | 82 | 64 | 74 | 99 | 51 | 66 | 57 | 42
CC1CC(NC(=O)/C=C/C(=O)O)CC(C)(C)C1 (configuration not stated) | 100 | 115 | 94 | 112 | 56 | 105 | 98 | 103
O=C(/C=C/c1ccc(-c2ccccc2)cc1)c1nc2ccccc2n1Cc1ccc(Br)cc1 | 50 | . | 21 | 42 | 36 | 8.0* | . | 2.1*
c1ccc2cc3c(Nc4ccc(N5CCOCC5)cc4)ccnc3cc2c1 | 88 | 91 | 84 | 99 | 73 | 95 | 103 | 81
CC(=O)C(C)Cc1cc2c(cc1C)C(C)(C)CCC2(C)C (configuration not stated) | 98 | 109 | 92 | 96 | 105 | 80 | 102 | 131
O=C(S)CNC(=O)c1ccccc1 | 96 | 98 | 99 | 86 | 95 | 102 | 80 | .
O=C1c2ccccc2C(=O)N1O | 37 | . | 96 | 93 | 85 | . | 119 | 91
COc1ccc(-n2c(=O)sc3c(Cl)nc(C)nc32)c(OC)c1 | 58 | 80 | 98 | 92 | 25 | 85 | 94 | .
C=C1C(=O)O[C@H]2[C@H]1CC/C(COC(=O)NCc1cccc(OC)c1)=C\CC[C@@]1(C)O[C@@H]21 | -13* | 64 | 8.2* | 17 | 4.5* | 12 | 76 | 8.6*
O=C(NNC(=O)N1c2ccccc2C=Cc2ccccc21)c1ccc2ccccc2c1 | 88 | 94 | 86 | . | 87 | 87 | 101 | 87
Nc1nc(SCc2ccccc2)c2[nH]cnc2n1 | 100 | 101 | 91 | 114 | 98 | 87 | 122 | 107
CCCCCC(O)(CCCC)CCCCC | 91 | . | 91 | 71 | 97 | . | . | 93
Cc1ccc(C(=O)NN2C(=O)CSC2c2ccc(Cl)cc2)cn1 (configuration not stated) | 110 | 89 | 105 | 192 | 90 | 84 | 130 | 81
O=C(/C=C/c1ccc(Oc2ccc(Br)cc2)cc1)c1ccc(Br)cc1 | 98 | 101 | 73 | 110 | 92 | 92 | 102 | 86
CCOC(=O)c1c(C)nc2c(c1N)/C(=C/c1cc(OC)c(OC)c(OC)c1)C(=O)N2c1ccc(OC)cc1 | 56 | 67 | 15 | 47 | 23 | 73 | 95 | 12
c1ccc2cc(C[n+]3ccn(CCCCCCCn4cc[n+](Cc5ccc6ccccc6c5)c4)c3)ccc2c1 | -2.8* | 49 | 35 | 17 | 19 | 23 | 61 | 51
O=C(CSC1CCc2ccccc21)N/N=C/c1ccco1 (configuration not stated) | 86 | 91 | 44 | 98 | 98 | 104 | 105 | 89
CC1=C(/C=C/C(C)=C/C=C/C(C)=C/C=N/NC(=S)NC(=S)N/N=C/C=C(C)/C=C/C=C(C)/C=C/C2=C(C)CCCC2(C)C)C(C)(C)CCC1 | -27*! | -34*! | 9.3*! | 5.7* | -33* | -6.0* | . | 1.0*!
COc1ccc(/C=C2\C=C(c3ccc(F)cc3)N(Cc3ccc(F)cc3)C2=O)cc1OC | 79 | 99 | 86 | 88 | 82 | 74 | 87 | .
C/C=C(\C)C(C(=O)NC1CCCCC1)N(C(=O)C1CCc2cc(F)ccc2O1)c1ccc(F)c(Cl)c1 (configuration not stated) | 66 | 88 | 68 | 92 | 63 | 73 | 77 | 99
O=C(Cc1ccc(/C=C/C(=O)c2ncccn2)cc1)Nc1ccc(F)cc1 | 102 | 109 | 94 | 104 | . | 100 | 100 | 81
COc1ccc(/C=C2/Sc3c(F)cccc3C2=O)cc1 | 30 | 80 | 50 | 102 | 52 | 78 | 86 | 68
O=C(c1ccccc1)c1ccccc1 | 116 | 118 | 102 | 114 | 122 | 105 | 117 | 90
Cc1nc2ccc(Nc3nc(Cl)nc(N4CCOCC4)n3)cc2n1Cc1ccccc1 | 62 | 64 | 65 | 84 | 26 | 41 | 81 | 19
CCSc1sc(-c2ccc(C)cc2)nc1[P+](c1ccccc1)(c1ccccc1)c1ccccc1 | -61* | -25* | -4.8* | -19* | 0.0* | -22* | -3.7* | -18*
COc1ccc(-c2ccc(NC(=O)Nc3ccc(Cl)cc3)c(C)n2)cc1 | 92 | 97 | 75 | 97 | 84 | 73 | 98 | 44

Shown as comma-separated lines: 4 of the compounds above.
SMILES,MDA-MB-468,MDA-MB-231,MCF7,BT-549,K-562,T-47D,HS 578T,SR
CC1CC(NC(=O)/C=C/C(=O)O)CC(C)(C)C1 (configuration not stated),100,115,94,112,56,105,98,103
O=C(/C=C/c1ccc(-c2ccccc2)cc1)c1nc2ccccc2n1Cc1ccc(Br)cc1,50,.,21,42,36,8.0*,.,2.1*
c1ccc2cc3c(Nc4ccc(N5CCOCC5)cc4)ccnc3cc2c1,88,91,84,99,73,95,103,81
CC(=O)C(C)Cc1cc2c(cc1C)C(C)(C)CCC2(C)C (configuration not stated),98,109,92,96,105,80,102,131

Single records, from the list above.
Record of `CCOC(=O)c1ccc(N=CC2CCCCC2=O)cc1` (configuration not stated) : MDA-MB-468: 86; MDA-MB-231: .; MCF7: 92; BT-549: 86; K-562: 119; T-47D: .; HS 578T: 98; SR: 97
Record of `O=C(CSC1CCc2ccccc21)N/N=C/c1ccco1` (configuration not stated) : MDA-MB-468: 86; MDA-MB-231: 91; MCF7: 44; BT-549: 98; K-562: 98; T-47D: 104; HS 578T: 105; SR: 89
Record of `CCCCCC(O)(CCCC)CCCCC` : MDA-MB-468: 91; MDA-MB-231: .; MCF7: 91; BT-549: 71; K-562: 97; T-47D: .; HS 578T: .; SR: 93

(next part)
SMILES | MDA-MB-468 | MDA-MB-231 | MCF7 | BT-549 | K-562 | T-47D | HS 578T | SR
CC(=O)Nc1ccc(N=NN(C)C)cc1 | 107 | 112 | 98 | 97 | 100 | 94 | 99 | 98
OCC[C@@H]1C[C@@H]1c1cccs1 | 103 | 102 | 97 | 97 | 105 | 98 | 103 | 108
O=C(CSc1nc2c(c(=O)[nH]1)CCCC2)Nc1ccc(C(=O)O)cc1 | 138 | 93 | 93 | 143 | 94 | 100 | 82 | 111
Cc1[nH]c(C(=O)Nc2ccc(C(=O)NC(C)C(=O)O)cc2OC(C)C)c(Cl)c1Cl (configuration not stated) | 118 | 102 | 98 | 99 | 94 | 90 | 89 | 83
COc1cccc2c1CN(C(=O)c1ccc(O)c(C(=O)N3Cc4ccccc4C3)c1)C2 | 106 | 100 | 88 | 115 | 102 | 105 | 94 | 98
Cc1ccccc1NC(=O)Cn1cc(CN2CCN(c3ccnc4cc(Cl)ccc34)CC2)nn1 | 93 | 83 | 94 | 93 | 70 | 92 | 85 | 87
O=[N+]([O-])c1ccc(N2CCCC2)cc1 | 99 | 99 | 98 | 95 | 103 | 72 | 106 | 96
Cc1csc(/N=C/c2ccc([N+](=O)[O-])o2)n1 | 89 | 103 | 86 | 102 | 100 | 103 | 104 | 83
CCOC(=O)c1cc(Cl)nc2ccc(OC)cc12 | 92 | . | 97 | 89 | 112 | . | 94 | 103

Compound activity from PubChem BioAssay.
